IDE cell inh: cellular human IDE inhibition; P14735; HEK cells, FAbetaB cleavage, fluorescence polarization; inhibition, % at 5.59 µM; actives 0.41% (n = 320,000); AID 434962;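 active = percent inhibition above the average of all tested compounds plus 3 SD, set per screening campaign, cut at about 16% in these data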;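 note: IDE supplied by intact live HEK cells; FP after avidin binding of uncleaved biotin substrate so inhibition keeps polarization high; 0% = DMSO wells and 100% = 60 µM reference IDE inhibitor Ii1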
PfM18AAP inh: PfM18AAP enzyme inhibition; recombinant PfM18AAP, H-Glu-NHMec fluorogenic cleavage; inhibition, % at 7.35 µM; actives 1.2% (n = 290,000);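 active = inhibition above the campaign mean inhibition over all tested compounds plus 3 SD, cut at about 28% in these data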;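 note: 0% = plate median of test compound wells and 100% = 2 mM ZnCl2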
VIM-2 inh: inhibitors of Pseudomonas aeruginosa VIM-2 metallo-beta-lactamase | actives 0.89% (n = 290,000) | AID 1527 | purified VIM-2, nitrocefin hydrolysis, epi-absorbance fluorescence | inhibition, % at 5.6 µM;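 active = inhibition above the mean of all tested compounds plus 3 SD, cutoff set per screening run, cut at about 7.5% in these data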;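 note: red hydrolysis product quenches plate fluorescence so inhibitors raise well fluorescence; 0% = enzyme with DMSO and 100% = DMSO without enzyme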
p-CIP stab down: compounds decreasing mouse p/CIP protein stability; AID 1984; Q05BA5; decrease of EGFP signal, % at 10 µM; F442A p/CIP-EGFP cells, EGFP fluorescence, 16 h; actives 0.01% (n = 290,000);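 active = EGFP signal decrease of at least 30% at 10 µM or well 3 SD below plate mean, unless failing retest; inactive = the rest, including hits failing retest or dose response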; note: some compounds called inactive have numbers as strong as hits; many of its hits are not listed in these tables
PHOSPHO1 inh: PHOSPHO1 (human) inhibition | recombinant PHOSPHO1, absorbance phosphatase assay | inhibition, % at 13.3 µM | Q8TCT1 | actives 1.1% (n = 290,000); in the data active = inhibition above about 60%
IMP-1 inh: inhibitors of Pseudomonas aeruginosa IMP-1 metallo-beta-lactamase; purified IMP-1, nitrocefin hydrolysis, epi-absorbance fluorescence; inhibition, % at 5.6 µM; actives 0.45% (n = 290,000);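 active = inhibition above the mean plus 3 SD of all compounds in the same screening run, cut at about 4.5% in these data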;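 note: 0% = IMP-1 with DMSO and 100% = DMSO wells lacking enzyme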
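assay system = purified recombinant IMP-1 metallo-beta-lactamase enzyme | schedule = 15 min preincubation plus 25 min reaction at 25 °C | signal = Epi-absorbance fluorescence, 480 nm excitation, 530 nm emission | read-out basis = percent inhibition from optical density relative to buffer-blank wells | controls = IMP-1 with DMSO as 0%, enzyme-free DMSO as 100%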
GPR7 antag: human neuropeptides B/W receptor 1 antagonism. P48145. GPR7-expressing cells, fluorescence antagonist assay. inhibition, % at 4.4 µM. actives 1.1% (n = 290,000). AID 1861; in the data active = inhibition above about 16%, passing the limit was not always enough;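 note: cells stimulated with the agonist NPW; 0% = agonist with vehicle and 100% = vehicle without agonist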
IDE cell activ: activators of human insulin-degrading enzyme in cells; actives 0.073% (n = 340,000); P14735; HEK cells, FAbeta-B cleavage, fluorescence polarization; 0% vehicle, 100% cell-free pure enzyme wells; activation, % at 5.96 µM;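 active = activation above the mean of all tested compounds plus 3 SD, set per screening campaign, cut at about 17% in these data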
NALP1 yeast inh: NALP1 inhibition; S. cerevisiae NALP1/ASC/caspase-1 growth, X-gal OD620, 72 h; actives 0.61% (n = 280,000); AID 2071; inhibition, % at 10 µM; in the data active = inhibition mostly above about 24%, no sharp cut-off; inactive = mostly below about 32%; note: some compounds called inactive have numbers as strong as hits
* marks the source's active call; other numbers are inactive results; nt = no result given.

IDE cell inh	PfM18AAP inh	VIM-2 inh	p-CIP stab down	PHOSPHO1 inh	IMP-1 inh	GPR7 antag	IDE cell activ	NALP1 yeast inh	compound
-5	-3	-2.9	0	27	-1.6	-9	5	9	CCC(Oc1ccccc1)C(=O)Nc1ccccc1C(=O)N1CCCCC1 (stereo unspecified)
-2	6	-1.3	-22	41	-1.7	-3	6	14	Cc1cc([N+](=O)[O-])ccc1NCc1ccco1
-9	0	-2.1	-2	7	-1.8	-6	4	5	CCc1nc2oc3ccccc3c(=O)c2c(=O)n1Cc1ccc(OC)cc1
1	-3	-5.6	4	23	-2.9	2	-3	1	CC12CCC(C(=O)N(c3ccccn3)c3ccccn3)(OC1=O)C2(C)C (stereo unspecified)
-4	1	-3.4	-4	-10	-2.6	-1	8	45	CC(=O)Nc1cc(Cl)ccc1OS(=O)(=O)c1ccc(C)cc1
3	-10	0.8	8	15	-2.8	-15	-2	17	Cc1cc(N(C)Cc2ccccc2)nc(-c2ccccc2)n1
1	16	3.1	-10	31	2.2	28	4	12	CCOC(=O)c1cc(NC(=O)CNCC(c2ccccc2)N(C)C)cc(C(=O)OCC)c1 (stereo unspecified)
5	3	-1.3	-12	1	-3.2	-2	5	-12	CCn1c(COc2ccccc2C)nnc1SCC(=O)N1CCC(C)CC1
-3	-6	0.5	-2	28	2.4	10	4	13	CCOC(=O)C1CCCN(C(=O)c2ccc3c(c2)N(C)C(=O)/C(=C/c2ccccc2Cl)S3)C1 (stereo unspecified)
12	17	-3.7	-22	-32	-7.1	-2	-1	-1	O=C(O)COc1ccc(/C=C/c2nc(-c3ccccc3O)n[nH]2)cc1
7	6	0.9	-5	-9	-4.5	-11	-2	-16	Cc1cccc(C)c1NC(=O)N1CCN(C2CCCCC2)CC1
-5	4	-2.7	11	-8	-3.9	-18	1	4	CCc1ccc(-c2nnn(Cc3nc4ccccc4s3)n2)cc1
0	-1	-0.7	0	-18	-2.8	-2	6	-10	Cc1ccccc1Oc1ncnc2sccc12
-3	15	-5.8	-4	-1	-11	6	1	17	Oc1ccc(N=Nc2n[nH]c(-c3ccccc3)n2)cc1
3	-6	2.2	-7	17	-3.5	-6	1	3	COc1cccc(-c2nc(CS(=O)CC(=O)NC3CCCC3)c(C)o2)c1 (stereo unspecified)

Copied from the entries so far, 5 compounds:
IDE cell inh	PfM18AAP inh	VIM-2 inh	p-CIP stab down	PHOSPHO1 inh	IMP-1 inh	GPR7 antag	IDE cell activ	NALP1 yeast inh	compound
1	16	3.1	-10	31	2.2	28	4	12	CCOC(=O)c1cc(NC(=O)CNCC(c2ccccc2)N(C)C)cc(C(=O)OCC)c1 (stereo unspecified)
5	3	-1.3	-12	1	-3.2	-2	5	-12	CCn1c(COc2ccccc2C)nnc1SCC(=O)N1CCC(C)CC1
-3	-6	0.5	-2	28	2.4	10	4	13	CCOC(=O)C1CCCN(C(=O)c2ccc3c(c2)N(C)C(=O)/C(=C/c2ccccc2Cl)S3)C1 (stereo unspecified)
12	17	-3.7	-22	-32	-7.1	-2	-1	-1	O=C(O)COc1ccc(/C=C/c2nc(-c3ccccc3O)n[nH]2)cc1
7	6	0.9	-5	-9	-4.5	-11	-2	-16	Cc1cccc(C)c1NC(=O)N1CCN(C2CCCCC2)CC1

Further compounds
IDE cell inh	PfM18AAP inh	VIM-2 inh	p-CIP stab down	PHOSPHO1 inh	IMP-1 inh	GPR7 antag	IDE cell activ	NALP1 yeast inh	compound
1	-9	-1.7	-5	46	-1.2	-4	2	-4	COC(=O)C1C(=O)C2=C(CC1C)NC(=O)CC2c1cccc(C)c1 (stereo unspecified)
6	1	-5.5	7	51	0.2	-4	7	3	COc1ccc(/C=C(\NC(=O)c2ccccc2)C(=O)NNC(=O)CCN2CCOCC2)cc1
0	8	-2.1	2	43	-3.5	-3	nt	14	O=C(Nc1ccccc1)N(c1ccccc1)C1C=CS(=O)(=O)C1 (stereo unspecified)
-2	8	-3.0	-5	-10	-2.5	0	-2	26	COc1ccc(NC(=O)Nc2ccc(Cc3ccncc3)cc2)cc1OC
-1	-14	-1.4	6	-3	-1.6	17	5	10	CN1C(=O)CC(N2CCN(c3ccc(Cl)c(Cl)c3)CC2)C1=O (stereo unspecified)
-8	-2	-3.7	-7	-16	-0.5	-8	-3	-3	CC(=O)Nc1ccc(NC(=O)COc2ncnc3ccccc23)cc1
-3	-9	-1.4	-4	-5	-2.7	-5	7	29	Nc1c(Cl)cc(NC(=O)c2ccccc2C(=O)O)cc1Br
8	-3	-3.4	-23	48	-1.6	-2	2	-12	CCCN(CC(=O)Nc1ccc(OC)c(OC)c1)CC(=O)Nc1ccc(F)c(F)c1F
-1	-1	-3.6	3	36	-4.2	-5	-3	-33	Cc1ccc(N=C2NC(=O)/C(=C/c3cccn3C)S2)cc1
4	0	-0.6	7	51	-1.7	9	4	9	COc1cccc(Oc2nc(N)ncc2[N+](=O)[O-])c1
-2	2	0.5	-14	-9	-3.4	-7	-1	-18	CCOC(=O)CN1C(=O)C(Sc2n[nH]c(-c3ccccc3)n2)CCc2ccccc21 (stereo unspecified)
4	-2	0.9	-5	-8	-0.9	-4	-7	30	Cc1ccc(C)c(NC2=CC(=O)CC(C)(C)C2)c1C#N
2	5	0.2	-10	15	-1.2	-7	7	nt	COC(=O)Cn1c(=O)c2c(n(Cc3ccccc3)c1=O)N/C(=C/c1ccc(Br)cc1)C2=O
4	-1	-1.5	-15	6	-3.7	5	2	5	O=C(Nc1cccc(Cl)c1)Nc1nc(-c2ccc(Cl)cc2)cs1
5	-3	-0.2	-29	3	-2.0	-4	3	32	COc1ccc(Cn2c(=O)oc3ccc(C)cc32)cc1OC
-3	-9	1.3	-2	30	-3.2	-10	0	8	O=[N+]([O-])c1ccc(CNc2cccc(F)c2)s1
2	-9	-1.9	0	6	-4.5	-12	7	24	Cc1ccc(NC(=O)Cn2c(=O)n(Cc3ccco3)c(=N)c3c4c(sc32)COC(C)(C)C4)cc1
2	1	-0.7	-8	-3	-1.4	1	2	18	Cc1c(NC(=O)Nc2ccc([N+](=O)[O-])cc2)c(=O)n(-c2ccccc2)n1C
2	13	1.4	-5	-42	-3.3	-13	4	1	O=C(NCc1ccco1)c1nc2nc(-c3cccs3)cc(C(F)(F)F)n2n1
-2	5	-1.3	8	32	-2.8	-1	4	-1	Cc1ccc(C(=O)NC(=O)OCCn2c(C)cnc2[N+](=O)[O-])cc1
nt	5	-1.7	-11	34	-2.9	-12	0	8	CN1CCN(S(=O)(=O)c2cc(C(F)(F)F)ccc2Cl)CC1
0	29*	1.6	-1	0	-0.9	18	-5	-4	CC(=O)c1ccc(NC(=O)CC2Nc3cccc4cccc(c34)NC2=O)cc1 (stereo unspecified)
6	-8	-0.6	-1	36	-0.8	1	nt	13	COC(=O)C1=NN(c2cccc3ccccc23)C2C(=O)N(c3ccccc3OC)C(=O)C12 (stereo unspecified)
0	-5	-2.6	-8	32	-3.9	-13	-6	5	CC1CCCCC1NC(=S)Nc1ccc(Cl)cc1Cl (stereo unspecified)
-5	1	-2.3	8	-4	-2.8	-14	1	-2	Cc1[nH]c2ccccc2c1C(c1ccncc1)N1CCC(C)CC1 (stereo unspecified)
-2	16	-2.0	-18	11	0.0	7	-1	-2	Nc1nc(SCC(=O)Nc2cc(-c3ccccc3)nn2-c2ccccc2)n[nH]1
0	-9	0.2	4	21	-1.3	1	1	-7	COc1ccc(OCC(=O)N(Cc2ccc(C)o2)C2CCS(=O)(=O)C2)cc1 (stereo unspecified)
10	8	-2.5	0	14	0.7	-1	1	3	O=c1cc(N2CCOCC2)c2ccccc2o1
3	8	-1.5	3	-9	-4.0	-11	6	7	C=CCOn1c(=O)c(-c2ccc(OC)c(OC)c2)[n+]([O-])c2ccccc21
3	7	2.1	-11	15	-6.2	-1	0	-2	CC(=O)CSc1ncnc2sc3c(c12)CCCC3
6	-9	-1.9	-7	-21	-3.2	6	-2	30	Cc1cccc(NC(=O)C2CCN(S(=O)(=O)c3c(C)noc3/C=C/c3ccco3)CC2)n1
3	-11	-1.9	-11	37	-1.4	-5	-2	-6	CCOc1ccc2ccccc2c1CNc1nnnn1CC
1	-6	0.0	-3	-2	-0.1	-4	6	12	COc1ccc(NC(=O)C2CCCN(CCCc3ccccc3)C2)cc1OCC(C)C (stereo unspecified)
2	2	-2.4	-17	-10	-1.2	-3	4	-47	CNC(=O)CN(c1ccc(OC)cc1)S(=O)(=O)c1ccc(F)cc1
-4	14	-1.7	-13	13	-3.4	-6	3	3	C=CCn1c(C)cc(C(=O)CSc2nc3ccccc3o2)c1C
7	2	6.2	-6	-33	-1.2	-11	0	28	CC(C)c1ccc(/C=C2\Oc3c(ccc(O)c3CN3CCN(C)CC3)C2=O)cc1
-4	-14	-0.9	-13	40	0.6	3	2	-6	O=C(NNC(=O)c1ccccc1-n1cccc1)c1ccc(Cl)cc1Cl
-2	-12	-0.4	-13	37	-3.0	-15	5	9	O=C(NCCN1CCOCC1)c1ccc(Cl)c(S(=O)(=O)N2CCOCC2)c1
-5	8	-2.7	1	1	-2.9	-9	3	nt	CCc1ccccc1NCC(=O)Nc1ccc(Cl)c(C(F)(F)F)c1
8	11	-1.4	-8	-63	-2.8	-20	-8	-5	COCCN=C1Sc2nc3ccc(C)cc3cc2CN1Cc1cccs1
5	3	-2.8	-12	-14	-1.2	-13	6	15	COc1ccc(S(=O)(=O)N(C)CC(=O)Nc2ccccc2SC)cc1Cl
nt	2	-2.1	10	4	0.6	-7	1	9	Cc1ccc(NC(=O)CCN2CCOCC2)cc1C

Copied from the list:
`Nc1c(Cl)cc(NC(=O)c2ccccc2C(=O)O)cc1Br` | IDE cell activ: 7
`Nc1nc(SCC(=O)Nc2cc(-c3ccccc3)nn2-c2ccccc2)n[nH]1` | GPR7 antag: 7
`C=CCn1c(C)cc(C(=O)CSc2nc3ccccc3o2)c1C` | PfM18AAP inh: 14

Compound activity as filed in PubChem.
